# Screening data from PubChem.
# TNAP inh hiacc: human TNAP enzyme inhibitors, primary screen, biochemical, luminescent, high phosphate acceptor level, uHTS; Alkaline phosphatase, tissue-nonspecific isozyme (Homo sapiens), P05186; purified TNAP, CDP-star luminescence, 1 M DEA; inhibition, % at 20 µM; actives 0.03% (n = 200,000);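 active means over 50% inhibition of tissue-nonspecific alkaline phosphatase at 20 µM in the single-dose screen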;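 further: plate controls were DMSO wells for no effect and EDTA-quenched wells as full inhibition for full effect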
# Target sequence (P05186 whole entry, looked up): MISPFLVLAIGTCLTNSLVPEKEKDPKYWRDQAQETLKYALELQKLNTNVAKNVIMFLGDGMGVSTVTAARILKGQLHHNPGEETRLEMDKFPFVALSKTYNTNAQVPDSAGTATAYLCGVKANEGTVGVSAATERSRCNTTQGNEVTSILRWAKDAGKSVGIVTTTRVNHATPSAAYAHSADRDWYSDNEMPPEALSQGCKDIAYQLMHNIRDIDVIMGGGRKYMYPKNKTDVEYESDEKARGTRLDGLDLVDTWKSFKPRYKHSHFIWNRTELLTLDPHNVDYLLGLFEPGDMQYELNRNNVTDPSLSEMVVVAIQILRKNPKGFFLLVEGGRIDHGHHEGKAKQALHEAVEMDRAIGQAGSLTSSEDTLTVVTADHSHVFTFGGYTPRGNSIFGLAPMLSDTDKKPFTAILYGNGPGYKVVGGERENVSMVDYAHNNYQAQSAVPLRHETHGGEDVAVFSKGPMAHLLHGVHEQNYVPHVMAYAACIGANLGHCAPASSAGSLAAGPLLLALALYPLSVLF
# APP 5'UTR act: activators of APP 5'UTR luciferase reporter, primary screen, SH-SY5Y cells | SH-SY5Y APP 5'UTR luciferase reporter, luminescence; zero percent = DMSO vehicle wells | activation, % at 2 µM | actives 1% (n = 190,000) | AID 1276, 2008;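 active means activation above a set limit, based on mean plus 3 SD of controls, cut at about 140% in these data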; further: values of inactives mirror those of a sister screen read the other way
# bIAP activator: bovine intestinal alkaline phosphatase activators, primary screen, biochemical, bovine IAP, CDP-star luminescence. activation factor at 20 µM. actives 0.17% (n = 200,000). AID 1016, 2008. purified bovine IAP, 30 min; active compounds read high; fold of DMSO-control signal, blank-subtracted. alkaline phosphatase, intestinal [Bos taurus];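 active means activation factor of 2 or more at 20 µM, a signal rise over negative controls twice the positive control's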
# PMI act: activators of human PMI, primary screen, biochemical, fluorescence intensity, near-Km mannose 6-phosphate; actives 0.005% (n = 190,000); activation factor at 20 µM; purified human PMI, coupled resazurin fluorescence, 20 min; active compounds read high; 1 = vehicle control, 0 substrate-free wells;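 active means activation factor of 2 or more at 20 µM, relative to plate controls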
# Target sequence (P34949 whole entry, looked up): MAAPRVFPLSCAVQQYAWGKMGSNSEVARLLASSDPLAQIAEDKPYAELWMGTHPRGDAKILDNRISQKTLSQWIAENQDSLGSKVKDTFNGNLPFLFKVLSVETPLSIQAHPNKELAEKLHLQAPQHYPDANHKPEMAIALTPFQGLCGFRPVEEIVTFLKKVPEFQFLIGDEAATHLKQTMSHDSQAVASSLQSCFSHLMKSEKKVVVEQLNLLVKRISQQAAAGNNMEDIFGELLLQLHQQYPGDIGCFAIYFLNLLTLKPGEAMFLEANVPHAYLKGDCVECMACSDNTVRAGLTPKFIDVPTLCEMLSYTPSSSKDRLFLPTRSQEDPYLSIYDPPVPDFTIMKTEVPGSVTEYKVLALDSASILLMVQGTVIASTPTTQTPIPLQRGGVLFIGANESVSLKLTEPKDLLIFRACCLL
# FLuc act counter: FLuc activators, initial screening, artefact control for FLuc-dependent activation tests, biochemical, ATPlite luminescence; 200,000 tested, under 10 active; Luciferin 4-monooxygenase (Photinus pyralis), P08659; ATPlite luciferase biochemical, 10 min; 0 = ATP-free wells, 1 = DMSO control; activation factor at 10 µM;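 active means luciferase activation factor, scaled between plate controls, of at least 2 with compound at 10 µM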
#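 Assay system – cell-free luciferase reagent · Medium – PBS-based ATP solution · Dosing – test compounds dosed from 2 mM stocks in 100% DMSO · Timing – 10 min, room temperature · Technique – light output (luminescence) · Measure – luminescence gain marking luciferase activators · Controls – No-ATP low control, compound-free enzyme-plus-ATP high control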
# FLuc inhib CS: firefly luciferase enzyme inhibitors, primary screen, artefact control for luciferase-based inhibitor screens, biochemical, luminescence, ATPLite; AID 1006, 2008; actives 1.5% (n = 200,000); Luciferin 4-monooxygenase (Photinus pyralis), P08659; 10 min; inhibition, % at 10 µM;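 active means inhibition above about 50% when tested at 10 µM, limit read from the data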
# TNAP act hiacc: TNAP activators at high phosphate acceptor level, primary screen, biochemical, luminescence, uHTS. 200,000 tested, under 10 active. purified TNAP, CDP-star luminescence, 1 M DEA, 30 min; active compounds read high; 0 = EDTA background, 1 = DMSO-only activity. activation factor at 20 µM;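 active means activation factor at least 2 at 20 µM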
#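 Assay system: human TNAP; Input: enzyme diluted 1/800 final; Reagent: CDP-star luminogenic substrate at 100 µM final; Timing: 30 min, room temperature; Signal: luminescence; Evaluation: TNAP activation factor scaled between EDTA and DMSO control wells.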
# NF-kB expr up: activators of NF-kB expression in neurons, primary screen, cell-based, HTS. actives 1.6% (n = 190,000). fold change at 12.5 µM. AID 1239, 2008. human neuronal cells, NF-kB reporter expression; active compounds read high; in the data active means fold change above about 3.3
# TNAP inh no acc: human TNAP enzyme inhibitors, primary screen, biochemical, luminescent, no phosphate acceptor, uHTS. Alkaline phosphatase, tissue-nonspecific isozyme (Homo sapiens), P05186. actives 0.26% (n = 200,000). AID 1012, 2008. inhibition, % at 20 µM. purified TNAP, CDP-star luminescence, 30 min;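 active means tissue-nonspecific alkaline phosphatase inhibition above about 50% at 20 µM in the single-dose screen, limit read from the data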;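 further: 0% = DMSO negative control and 100% = EDTA positive control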
# PMI act satM6P: human PMI activators, high substrate, primary screen, biochemical, fluorescence intensity, near-saturating mannose 6-phosphate; Mannose-6-phosphate isomerase (Homo sapiens), P34949; coupled PMI enzyme assay, resazurin fluorescence, 20 min; active compounds read high; 1 = untreated enzyme, 0 = substrate-free blank; activation factor at 20 µM; actives 0.34% (n = 190,000);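 active means activation factor of 2 or more at 20 µM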
#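 Test system – human PMI in coupled enzyme assay · Timing – 20 min incubation at room temperature · Detection – Diaphorase-driven resazurin-to-resorufin fluorescence, excitation 544, emission 590 nm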
# * marks the source's active call; other numbers are inactive results; x = no result given.
SMILES,TNAP inh hiacc,APP 5'UTR act,bIAP activator,PMI act,FLuc act counter,FLuc inhib CS,TNAP act hiacc,NF-kB expr up,TNAP inh no acc,PMI act satM6P
CCSCCOC(=O)C1=C(C)N(C)C(=O)NC1c1cc(OC)ccc1OC (stereo not drawn),-3.1,19.8,1.1,1,1,-2.2,1,1.31,-6.0,0.8
Cc1ccc(NC(=S)NCc2ccc3[nH]c4c(c3c2)CCCC4)cc1,-5.9,13.1,0.9,0.9,0.9,8.4,1.1,0.73,-12.1,0.8
COC(=O)c1ccc2c(c1)SC1=C(CCCC1=O)N2,6.0,19.4,0.9,0.9,0.8,15.1,0.9,1.58,-38.1,0.9
CC(C)N(C(=O)COC(=O)[C@@H]1CC(O)CN1S(=O)(=O)c1ccc(C(C)(C)C)cc1)C(C)C (stereo partly drawn),-5.6,14.2,1.2,0.9,1,0.5,1.1,0.98,-13.4,0.8
Cc1ccccc1C(=O)c1cccn1CC(=O)NCCCN1CCc2ccccc2C1,-4.2,5.2,1.1,1.1,1.1,-5.9,1,0.76,-31.1,1
CC1(C)Cc2c(oc3ncn4ncnc4c23)CO1,-9.1,-6.8,0.8,1,1.1,-8.7,1.1,0.99,-14.1,1
Cc1cnc(C(=O)OCC(=O)NCCc2ccccc2)cn1,-5.6,11.9,0.9,0.9,1,-3.0,1.1,1.02,-11.7,0.9
CCCC(=O)Nc1ccccc1N1CCN(C(=O)c2ccccc2)CC1,-8.1,10.8,1.1,1,1.1,-7.2,1.1,1.22,-16.3,1.1
Cc1ccccc1C(=O)NCC(=O)O,-4.1,-2.0,1.1,1.1,1,-3.5,1,0.87,-11.2,1.1
Cc1ccc(/C=C/C(=O)Nc2cc(S(=O)(=O)N3CCCCCC3)ccc2OCC(F)(F)F)o1,1.8,-2.9,1,0.8,1.1,-5.3,1,1.03,-13.2,1
CC(C)C(=O)Nc1ccc(C(=O)NN2C(=O)c3ccccc3C2=O)cc1,0.7,11.3,0.9,1,1.1,-9.0,1,0.84,-26.2,1
Cc1csc2ncc(C(=O)NCc3ccccn3)c(=O)n12,-3.6,26.8,1,1.1,1,-4.4,1,0.87,-9.2,1.1
Cn1nc([N+](=O)[O-])c2c(-c3nc4ccccc4s3)c(N)n(C3CCCCC3)c2c1=O,1.2,5.8,0.9,0.9,1,-0.1,1,0.94,2.4,1
Cn1c(CSc2nc3ccccc3s2)nc2ccccc21,-2.3,61.3,0.7,0.8,0.8,21.5,1,2.14,-0.7,1
COC(=O)c1oc(-c2ccccc2)nc1C,-2.9,7.7,1.1,0.9,1,-1.7,1,0.92,-4.0,1
NC(=O)COC(=O)CCCSc1nc2ccccc2s1,-2.1,1.7,1,1,0.9,7.6,1,0.98,-7.2,1
COCCn1c(SC(C)C(=O)Nc2ccc(Cl)cn2)nnc1-c1ccncc1 (stereo not drawn),-1.6,19.3,1,0.9,1,-3.8,1,1.33,-13.6,1
FC(F)(F)c1cccc(NC(=S)NCCN2CCOCC2)c1,-2.0,-8.8,1.1,1.1,1,-4.3,1,1.57,-14.1,1.1
CCN1C(=O)/C(=C2\SC(=S)N(c3c(C)n(C)n(-c4ccccc4)c3=O)C2=O)c2ccccc21,0.3,-4.6,0.9,0.9,1.1,-6.9,1,1.21,-7.7,0.9
Cc1ccc(-n2nc3c(=O)n(CC(=O)c4ccc(F)cc4)nc(C)c3c2C)cc1,-1.8,-17.9,1,0.9,1,-3.7,1,1.2,-5.1,0.9
O=C(CSc1n[nH]c(-c2cccs2)n1)N1CCN(S(=O)(=O)c2ccccc2)CC1,-5.1,-9.0,1,0.9,1.2,-18.9,1.1,0.96,14.1,1.1
O=C(NCCC1=CCCCC1)c1cc(-c2ccncc2)nc2ccccc12,-5.2,-27.8,1.1,0.9,1,-2.2,1.1,0.93,-7.4,0.9
CCCn1c(SCC(=O)Nc2ccccc2N2CCOCC2)nc2c1c(=O)n(C)c(=O)n2C,-2.3,-6.8,1.2,1,1,-0.6,1,0.64,-8.4,1
COC(=O)CC1C(=O)NCCN1C(=O)c1ccc(S(=O)(=O)N2CCOCC2)cc1 (stereo not drawn),-4.4,9.8,1.1,1,1,0.5,1,1.2,-10.5,1
COc1ccc(CCNC(=O)c2cc(-c3cccs3)on2)cc1OC,-4.0,-8.5,0.9,1.1,1.1,-8.5,1,2.3,-12.1,1.1
O=c1[nH]cnc2c1C(c1ccccc1[N+](=O)[O-])c1c(nc[nH]c1=O)O2,6.0,4.1,0.9,1,1,-2.2,0.9,1.04,8.5,1
O=S(=O)(c1cccc2nonc12)N1CCN(c2ccc(F)cc2)CC1,-3.3,-10.8,1,x,1.1,-7.5,1,1.21,-12.6,x
COc1ccc(C(=NNc2ccccc2C(=O)O)c2ccc(OC)cc2)cc1,-0.7,6.2,0.9,1,1,-4.0,1,1.17,-9.9,0.8
COc1ccccc1C1C(C(=O)c2cc3ccccc3o2)=C(O)C(=O)N1CCN1CCOCC1 (stereo not drawn),-2.3,7.1,1,1.6,1,-1.0,1,0.91,-11.2,1.8
CC(C)COc1ccc(CNC(=S)N/N=C/c2ccc([N+](=O)[O-])cc2)cc1,1.3,-7.2,0.9,1,1,-4.8,1,1.3,-8.7,1
O=c1c2cc(N3CCOCC3)ccc2[nH]c(=S)n1CCCN1CCCC1,-6.7,-8.5,0.9,1,1,-2.8,1.1,0.9,-5.8,1
O=C(COc1ccc(Cl)cc1)NCc1cn2cc(Cl)ccc2n1,-4.6,-15.7,1,1.1,1.1,-5.9,1,1.22,-1.6,1.1
COc1cc(O)cc2occ(-c3ccc(O)cc3)c(=O)c12,-0.9,11.4,1,0.9,0.9,13.5,1,1.39,-2.6,0.8
COc1ccccc1Nc1nc(N)nc(CN2CC(C)CC(C)C2)n1 (stereo not drawn),-0.3,-6.2,1,1.1,1,-1.1,1,1.23,-0.7,1.1
CS(=O)(=O)N(CC(=O)N/N=C/c1cc2c(cc1Br)OCO2)c1ccccc1Br,-5.1,-6.5,0.9,0.8,1,-2.1,1.1,0.8,-12.0,0.9
CNc1nc(C)nc(-c2ccccc2O)n1,-4.2,14.4,0.9,1,1,-2.3,1,1.48,-14.9,1
CC(C)(C)NC(=O)NC(=O)CN1CCN(C(c2ccccc2)c2ccccc2)CC1,-4.4,24.4,1,0.8,1,-1.7,1,0.88,-14.1,0.8
CCOC(=O)C1(Cc2ccccc2)CCN(Cc2cn[nH]c2-c2ccccc2)CC1,-0.6,-8.3,1.2,0.9,1,-4.9,1,0.77,5.2,1
CCOC(=O)Cc1nc(-c2ccc(Cl)cc2)n[nH]1,-2.3,3.5,1,1,1.1,-6.8,1,1.61,38.2,0.9
CC(=O)Nc1ccc(Sc2ccccc2C(=O)O)cc1,-6.7,-14.3,1,1.4,1.1,-7.9,1.1,1.04,-14.3,1.2
O=C(OCc1nc2ccccc2s1)c1ccc(Br)o1,-7.2,22.2,1,1.1,1,1.1,1.1,1.26,-22.1,0.9
Cc1ccc2ncccc2c1NC(=S)NC(=O)c1ccccc1,-0.9,28.7,0.9,1,1,-4.2,1,1.46,5.4,1
COc1ccc(S(=O)(=O)NCC2CCC(C(=O)NCC(OC)OC)CC2)cc1 (stereo not drawn),-3.9,15.7,1,1.2,1.1,-6.7,1,1.19,-0.6,1.1
Cc1ccccc1N1Cc2ccccc2C1,0.4,-22.2,1,1.7,1,-0.5,1,1.18,-5.5,2.2*
CCOC(=O)c1[nH]cnc1C(=O)Nc1ccccc1OC,-4.8,3.7,1.1,0.8,1,3.2,1,1.28,-20.2,0.9
CSc1nc2ccccc2cc1/C=C(\C#N)c1ccccc1,-6.3,3.6,0.9,1,1,-2.3,1.1,1.06,-7.8,1
Cc1ccc(S(=O)(=O)N(CCCO)Cc2cc3c(C)ccc(C)c3[nH]c2=O)cc1,-4.5,-10.2,0.9,1,1.1,-6.0,1,1.09,-5.4,1
CC(=O)N(Cc1cccnc1)c1cccc(-c2nc3ccccc3s2)c1,-4.6,-2.5,1,1,1,1.4,1,1.11,-1.1,1.1
COC(=O)c1cc(CSc2nc3ccccc3[nH]2)oc1C,3.7,x,1.3,1,0.5,53.1*,1,1.67,-21.9,1.1
O=C1c2ccccc2-c2nnc(-c3ccccc3)cc21,-2.8,24.0,1,1,0.2,81.2*,1,3.32*,-1.7,0.8
# Later entries.
SMILES,TNAP inh hiacc,APP 5'UTR act,bIAP activator,PMI act,FLuc act counter,FLuc inhib CS,TNAP act hiacc,NF-kB expr up,TNAP inh no acc,PMI act satM6P
COc1ccc(-n2c(=O)cc(N3CC(C)OC(C)C3)[nH]c2=O)cc1 (stereo not drawn),-3.5,5.9,1.1,1.1,1,-0.5,1,0.83,-7.7,0.9
CCSc1nnc(-c2ccc(Cl)cc2Cl)o1,-1.1,85.7,0.9,0.9,0.7,33.1,1,2.49,-6.7,0.9
Cc1ccc(CC(=O)NCCS(=O)c2ccc(C)cc2)cc1 (stereo not drawn),-1.0,-5.5,1,0.9,1,-0.1,1,0.95,-0.7,1
O=C(Cn1cnc2ccccc2c1=O)NCCC(=O)N1CCN(c2ccccc2)CC1,0.2,-3.5,1.1,0.9,1,1.5,1,1.04,-6.2,0.9
Cc1cc(C)nc(SCC(=O)N/N=C/c2cccc([N+](=O)[O-])c2)n1,-3.9,3.4,1,0.8,1,-0.4,1,0.95,-14.6,0.8
O=C1CCCC2=C1C1(CCCC1)N=C(Nc1nc3ccccc3s1)N2,-9.0,2.3,1,1,1.2,-17.0,1.1,1.23,-8.7,1
Cc1ccc(S(=O)(=O)NCCC(c2ccccc2)c2ccco2)cc1 (stereo not drawn),-4.1,2.0,1.1,0.8,1,0.6,1,0.99,-25.2,0.9
COc1cc(C(=O)O)ccc1O,-3.5,0.3,1,1.1,1,-3.5,1,1.59,-3.6,1.1
Cc1[nH]c(=S)[nH]c(=O)c1Cc1ccccc1,-1.2,3.5,0.9,1,1.1,-7.4,1,1.05,-7.6,1
CC(=O)Cc1nsc(Nc2ccc(C)cc2)n1,-1.3,91.7,1.1,x,0.8,21.2,1,3.15,-5.0,x

# Three records drawn at random from those above, as already listed:
SMILES,TNAP inh hiacc,APP 5'UTR act,bIAP activator,PMI act,FLuc act counter,FLuc inhib CS,TNAP act hiacc,NF-kB expr up,TNAP inh no acc,PMI act satM6P
CCSc1nnc(-c2ccc(Cl)cc2Cl)o1,-1.1,85.7,0.9,0.9,0.7,33.1,1,2.49,-6.7,0.9
COc1cc(C(=O)O)ccc1O,-3.5,0.3,1,1.1,1,-3.5,1,1.59,-3.6,1.1
Cc1[nH]c(=S)[nH]c(=O)c1Cc1ccccc1,-1.2,3.5,0.9,1,1.1,-7.4,1,1.05,-7.6,1
